Mcl1 Noxa PPI – disrupts binding of human Mcl-1 to Noxa peptide. actives 1.5% (n = 220,000). TR-FRET Mcl-1/Noxa peptide binding, 2 h. inhibition, % at 21.7 µM. Q07820;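 active means compounds that cut the protein-peptide binding signal by more than 50% relative to plate controls in a single-dose test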;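 further: His-tagged Mcl-1 with rhodamine Noxa BH3 peptide and terbium anti-His antibody; 0% = Mcl-1 plus Noxa peptide wells and 100% = peptide-only wells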
Target sequence (Q07820 whole entry, looked up): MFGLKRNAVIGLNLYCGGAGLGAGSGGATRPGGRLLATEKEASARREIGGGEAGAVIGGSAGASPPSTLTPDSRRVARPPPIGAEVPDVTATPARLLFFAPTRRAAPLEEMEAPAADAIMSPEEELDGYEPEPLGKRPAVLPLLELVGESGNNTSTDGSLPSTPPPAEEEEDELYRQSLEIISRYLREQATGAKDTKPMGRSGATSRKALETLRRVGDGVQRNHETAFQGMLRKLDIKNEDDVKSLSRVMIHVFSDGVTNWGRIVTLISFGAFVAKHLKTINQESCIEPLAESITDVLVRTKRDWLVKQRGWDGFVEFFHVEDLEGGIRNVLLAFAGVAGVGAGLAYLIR
Bim-Mcl-1 – human Bim-Mcl-1 interaction inhibition; Bead-based flow cytometry, Bim peptide-Mcl-1 binding; inhibition, % at 10 µM; actives 0.1% (n = 190,000); AID 1009;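 further: 0% = no compound tracer wells and 100% = peptide blocker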
RGS4-Gao reg – human RGS4-Galphao interaction regulation; binding response (% of control), % at 10 µM; AID 1415; actives 0.33% (n = 220,000); Multiplexed bead flow cytometry, RGS4-Galphao binding; actives lie on both sides; P09471; in the data active means binding response below about 49% or above about 150%; inactive means in between;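 further: fluorescent Galphao activated with aluminum fluoride binding bead-coupled RGS4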
Mcl1-Bid inh – disrupts binding of human Mcl-1 to Bid peptide. TR-FRET Mcl-1/Bid-Dy647 peptide binding, 1536-well. inhibition, % at 21.7 µM. actives 0.97% (n = 220,000). AID 1021;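 active means compounds that cut the binding signal by more than half at the single screening dose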;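 further: His-tagged Mcl-1 with europium anti-His antibody binding Bid BH3 peptide; 0% = Mcl-1 plus peptide wells and 100% = peptide-only wells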
RGS8-Gao – modulates binding of RGS8 to human Galphao | P09471 | multiplexed bead flow cytometry; actives lie on both sides | response (percent of control binding), % at 10 µM | actives 0.34% (n = 220,000) | AID 1423; in the data active means response below about 60% or above about 140%; inactive means in between;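 further: Galphao activated as the GDP aluminium fluoride complex binding bead-coupled RGS8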
Bcl-B Bim block – disrupts Bim peptide binding to human Bcl-B. inhibition, % at 10 µM. bead-based flow cytometry. Q9HD36. actives 0.073% (n = 190,000);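 further: 0% = tracer peptide without compound and 100% = reference inhibitor peptide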
Target sequence (Q9HD36 whole entry, looked up): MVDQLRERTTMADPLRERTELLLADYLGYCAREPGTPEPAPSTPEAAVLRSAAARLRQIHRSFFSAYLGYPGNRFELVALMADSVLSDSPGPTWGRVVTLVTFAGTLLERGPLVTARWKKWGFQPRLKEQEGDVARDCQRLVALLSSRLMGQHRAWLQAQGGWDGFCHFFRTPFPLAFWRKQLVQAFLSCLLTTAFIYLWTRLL
Bim-Bcl-XL – inhibitors of Bim-Bcl-XL interaction, human | Bim peptide-Bcl-XL binding, bead flow cytometry, fluorescence | actives 0.04% (n = 190,000) | Q07817 | inhibition, % at 10 µM
Target sequence (Q07817 whole entry, looked up): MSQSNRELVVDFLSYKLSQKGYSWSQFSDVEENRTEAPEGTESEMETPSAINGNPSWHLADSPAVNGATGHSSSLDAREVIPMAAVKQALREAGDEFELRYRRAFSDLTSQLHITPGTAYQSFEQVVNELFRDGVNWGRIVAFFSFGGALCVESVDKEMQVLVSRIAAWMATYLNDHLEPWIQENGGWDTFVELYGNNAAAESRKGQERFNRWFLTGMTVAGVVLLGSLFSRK
Bim-Bfl-1 – human Bim-Bfl-1 interaction inhibition; Q16548; Bead-based flow cytometry, Bim-Bfl-1 binding inhibition; inhibition, % at 10 µM; actives 0.12% (n = 190,000); AID 1008;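 further: 0% = wells without compound plus tracer and 100% = blocker peptide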
Bcl-2 Bim block – inhibitors of Bim-Bcl-2 interaction, human | Bead-based flow cytometry, Bim peptide-Bcl-2 binding | inhibition, % at 10 µM | actives 0.06% (n = 190,000) | AID 950; in the data active means inhibition above about 40%; inconclusive means no clear call, values can overlap the other calls;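 further: 0% = no compound wells with probe peptide and 100% = reference peptide inhibitor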
Target sequence (P10415 whole entry, looked up): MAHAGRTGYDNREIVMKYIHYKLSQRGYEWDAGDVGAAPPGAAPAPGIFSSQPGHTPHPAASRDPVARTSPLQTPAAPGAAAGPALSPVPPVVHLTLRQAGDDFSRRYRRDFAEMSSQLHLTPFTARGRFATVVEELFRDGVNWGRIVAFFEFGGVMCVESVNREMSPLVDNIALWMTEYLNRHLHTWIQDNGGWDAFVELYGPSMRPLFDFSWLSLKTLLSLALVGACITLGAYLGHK
Bcl-W Bim block – disrupts Bim peptide binding to human Bcl-W | Q92843 | bead-based flow cytometry | inhibition, % at 10 µM | actives 0.02% (n = 190,000) | AID 952;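 further: 0% = bound tracer without compound and 100% = peptide blocker; higher means less fluorescent Bim peptide bound to Bcl-W beads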
RGS7-Gao reg – human RGS7-Galphao interaction regulation | Multiplexed bead flow cytometry, RGS7-Galphao binding; actives lie on both sides | actives 0.35% (n = 220,000) | P09471 | binding response (% of control), % at 10 µM; in the data active means binding response below about 49% or above about 150%; inconclusive means no clear call, values can overlap the other calls; inactive means in between;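 further: fluorescent Galphao held in activated GDP-AlF4 state binding bead-coupled RGS7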
Active calls of the source: *; ? = inconclusive; . = not tested or not shown. Unless noted, no stated cut-off is given here; in the data, active means inhibition above about 40%.

Compound	Bcl-W Bim block	RGS8-Gao	Bcl-B Bim block	RGS4-Gao reg	Bcl-2 Bim block	Bim-Mcl-1	Mcl1-Bid inh	Bim-Bfl-1	Bim-Bcl-XL	Mcl1 Noxa PPI	RGS7-Gao reg
COc1ccccc1-c1c(C)nn2c(N3CCC4(CC3)OCCO4)cc(C)nc12	0	99	-3	100	-7	-2	-35	-8	-5	10	102
CCOC(=O)COc1ccc2c(=O)c(-c3ccccc3)coc2c1	.	98	.	101	.	.	-9	.	.	-19	?
Cc1nn(CC(=O)NCC2CCCO2)c(=O)c2ccccc12 (configuration not stated)	0	102	-7	104	-6	-10	-49	-11	7	18	106
CC(=O)CSc1ncnc2nc[nH]c12	-1	98	0	100	-1	-1	-54	0	0	4	100
CCOC(=O)Cc1cc(=O)n2[nH]c(C)c(-c3ccc(OC)cc3)c2n1	-1	103	-6	104	-10	-2	-45	-14	-8	-11	101
COc1cccc(-n2c(SCC(=O)Nc3sc4c(c3C(N)=O)CCC4)nc3ccccc3c2=O)c1	0	101	0	100	-1	1	-15	0	-2	17	101
Clc1ccc(-c2nnc(-c3ccccc3)nc2-c2c[nH]c3ccccc23)cc1	-2	105	-4	101	0	-2	-8	-2	-1	7	101
COC(=O)[C@H](C)NC(=O)Nc1cc(OC)ccc1OC	-3	100	-9	100	-4	-2	-6	0	-2	5	104
C=CCn1c(NCc2cc(C)ccc2O)nc2ccccc21	2	111	-1	103	2	-1	-25	0	1	6	104
CC1(C)Cc2ccccc2C(N)=C1C#N	-1	102	-9	101	-5	-4	-14	-15	-7	5	102
Nc1c(-c2ccccc2)c(CSc2nc3ccccc3[nH]2)nn1-c1cccc(C(=O)O)c1	2	100	0	94	-1	2	-26	0	0	21	98
Cc1c(C(=O)c2ccccc2)oc2ccc3ccccc3c12	.	97	.	89	.	.	-9	.	.	-5	?
CCN(CC)Cc1c(O)ccc2c(-c3ccccc3)cc(=O)oc12	1	101	-6	98	-3	-1	-26	-11	-4	8	89
COc1ccc(Cl)cc1C(=O)N1CCN(c2ccccn2)CC1	0	95	-3	101	0	-2	2	-1	-1	1	96
O=C(CO/N=C/c1ccc(OC(F)F)cc1)NCc1ccc(F)cc1	0	102	-3	99	-2	-1	1	-2	0	4	?
O=C(CSc1n[nH]c(=O)n1Cc1ccco1)Nc1ccccc1	.	94	.	90	.	.	-7	.	.	-15	?
CN(Cc1ccccc1)Cc1nc2c(c(=O)n(C)c(=O)n2C)n1CCCc1ccccc1	-3	87	-8	83	-11	-4	-5	-14	-11	17	81
Cc1cc(C(=O)CSc2nc3ccccc3[nH]2)c(C)n1CC1CCCO1 (configuration not stated)	-10	99	-11	90	-3	-6	-73	0	-7	-5	96
O=C(Nc1nc2nccc(-c3ccccc3)n2n1)c1ccccc1	.	103	.	103	.	.	-9	.	.	-9	?
CNC(=S)N1N=C2c3ccccc3CCC2C1c1ccccc1Cl (configuration not stated)	.	99	.	103	.	.	-32	.	.	-8	?
O=C(CCCN1C(=O)c2ccccc2C1=O)Nc1ccc(S(=O)(=O)N2CCOCC2)cc1	-5	102	-2	102	-4	-4	-8	-4	-6	17	97
COc1ccc(CCNC(=O)COC(=O)CCC(=O)c2ccc(F)cc2)cc1	-4	102	-7	101	-7	-3	-3	-8	-5	-4	?
O=C(C1=C[C@@H](c2ccccc2)C[C@@H](OCc2ccc(CO)cc2)O1)N1CCOCC1	0	105	-4	107	0	0	-8	-4	-5	-10	109
O=C(OCCN1C(=O)c2ccccc2C1=O)C1CCN(S(=O)(=O)c2cccs2)CC1	-6	92	-2	92	4	-7	-9	-8	-2	-10	96
O=S(=O)(CCc1nc2ccccc2o1)c1ccc(Cl)c(Cl)c1	0	96	-1	100	-1	0	-28	0	0	8	97
CS(=O)(=O)N1CCN(c2ccccc2NC(=O)c2cc(Br)ccc2Cl)CC1	-1	105	-3	101	-8	0	-30	-5	-4	1	103
COc1ccc(OCCSc2ncn[nH]2)cc1	-4	103	0	102	-2	-1	0	-2	-2	-1	106
O=C(c1ccc(F)cc1)N1CCN(c2ccc(N3CCOCC3)nn2)CC1	.	100	.	100	.	.	-22	.	.	-2	?
O=[N+]([O-])c1ccc(S(=O)(=O)NCCc2ccncc2)cc1	-3	100	-2	102	-3	0	-25	-3	2	2	?
CSc1ccccc1C(=O)Nc1nccs1	1	97	-6	102	-6	1	-4	-11	-4	9	102
CCCCC(=O)Nc1cccn2ncnc12	0	103	-3	101	0	-4	-8	-4	-4	4	100
CCOC(=O)CC(C)(C)/C(C)=N/Nc1ccc([N+](=O)[O-])cc1[N+](=O)[O-]	-3	89	-5	94	-2	0	1	-1	-6	2	97
Cc1ccc(S(=O)(=O)N2c3ccccc3NC(=O)CC2C)cc1 (configuration not stated)	0	101	-5	98	-7	0	-20	-3	-8	-2	98
COc1nonc1NC(=O)CSc1nc2ccccc2[nH]1	0	99	-4	101	-3	-1	-10	-13	-5	-3	106
CC(C)(C)Cn1c(=O)[nH]c(=O)c2cc([N+](=O)[O-])cnc21	-1	81	-6	93	0	0	16	1	-4	25	92
Cc1cc2nnc(SCC(=O)N3C(C)CCCC3C)n2c(N)n1 (configuration not stated)	0	101	-7	100	-5	0	-6	-8	6	1	98
Cc1nc(N=C(N)N)nc2c(C)cccc12	0	99	0	99	-3	3	-2	-3	8	12	94
COCCn1c(SC2CCCCC2=O)nnc1-c1ccncc1 (configuration not stated)	0	102	-2	104	3	0	-33	0	0	-17	103
O=C(Nc1cccn(Cc2c(Cl)cccc2Cl)c1=O)c1c(Cl)cccc1Cl	0	102	0	102	0	0	-21	2	-1	0	98
CC(C)c1ccc(C(=O)N(c2ccccn2)C(C)c2ccco2)cc1 (configuration not stated)	-2	101	-2	99	-2	-4	-18	-1	0	-8	99
O=C(Nc1ccc(-c2nc3ccccc3o2)cc1)c1cccnc1	-2	104	0	103	-5	0	2	-1	-1	13	104
COc1ccc(CNc2nc3ccccc3n2Cc2ccc(Cl)cc2)cc1OC	-5	106	-10	107	-8	-7	-28	-3	-10	28	105
CC(=O)Nc1ccc(SC[C@H](CC(C)C)N2CCN(CC(C)C)CCC2=O)cc1	.	102	.	98	.	.	-74	.	.	4	?
Cc1ccc(Cl)cc1N1CCN(CC(=O)Nc2ccc(CN3CCCCC3)cc2)CC1	-15	104	-20	105	.	-30	-4	-21	-37	-3	107
CN1CCN(C2=NC(=O)/C(=C/c3cn[nH]c3-c3ccccc3)S2)CC1	.	96	.	91	.	.	-28	.	.	17	?
CCn1c(SCC(=O)OC(C)C)nnc1-c1cccc(Cl)c1	-4	103	-8	102	-8	0	5	-11	-7	-12	102
Cc1ccc(NC(=O)Nc2cccs2)nc1	0	98	0	99	1	-1	-22	3	-4	21	101
CCCCCCNC(=O)CCCCCNS(=O)(=O)c1ccc(OC)cc1	-4	86	-3	95	-3	-1	1	0	-4	3	102
Cn1c(=O)c(=O)n(C)c2cc(S(=O)(=O)Nc3ccc(OC(F)(F)F)cc3)ccc21	0	97	-6	100	-7	-2	10	-14	-3	1	97
O=C(CSc1n[nH]c(=O)[nH]c1=O)N/N=C/c1ccccc1	.	109	.	93	?	.	-4	.	.	5	94
O=S1(=O)C=C(N2CCCCC2)c2ccccc21	0	101	-2	101	0	0	-36	-4	0	15	97
Cc1n[nH]c(C)c1NC(=O)c1cc([N+](=O)[O-])ccc1Cl	-1	100	-1	100	0	0	2	-4	0	-7	99
CN1CC(c2ccc(C#N)cc2)C2(COc3ccccc3C2=O)C12C(=O)Nc1ccccc12 (configuration not stated)	1	101	-2	100	-4	0	1	-9	-2	-12	105
O=C(Cc1ccccc1[N+](=O)[O-])NCc1ccc(Cl)cc1Cl	11	98	8	102	1	8	3	6	2	-2	103
CN(C)c1ccc(/C=N/NC(=O)c2nnn(-c3nonc3N)c2COc2ccc(F)cc2)cc1	.	99	.	96	.	.	-40	.	.	59*	?
O=C(CCc1ccc(S(=O)(=O)N2CCOCC2)cc1)NN=C1CCCCCCC1	0	99	0	98	-8	1	-17	-14	-4	-27	100
O=C(NC1CCCCC1)C1CCCN(S(=O)(=O)c2cccs2)C1 (configuration not stated)	0	106	-6	105	-4	-1	9	-2	0	-1	106
N/C(=N\OC(=O)CCC1CCCC1)c1ccccc1	-3	104	-4	104	-1	-1	-34	-3	-5	13	?
COc1ccc(Nc2nc(N3CCCC3)c3ccccc3n2)cc1	0	101	6	99	5	1	-33	5	3	50	105
Cc1ccc(C(=O)/C=C/N(C)C)cn1	.	97	.	89	.	.	-17	.	.	-2	?

Remaining list, next part
Compound	Bcl-W Bim block	RGS8-Gao	Bcl-B Bim block	RGS4-Gao reg	Bcl-2 Bim block	Bim-Mcl-1	Mcl1-Bid inh	Bim-Bfl-1	Bim-Bcl-XL	Mcl1 Noxa PPI	RGS7-Gao reg
CCc1ccc(OCC(=O)Nc2ncn[nH]2)cc1	-1	94	-1	93	-4	-2	-10	-3	-2	0	87
Cc1nc(S(=O)(=O)Cc2ccc(Cl)cc2)nc2c1CCC2	-2	97	-5	94	-2	1	-33	-2	-3	-6	84
CCOc1ccc(CNc2ccc(N3CCOCC3)c(C(=O)O)c2)cc1	0	98	-3	98	-5	0	-48	-7	-5	-8	94
CCN1CCN(c2ccc(S(=O)(=O)N3CCCC3)cn2)CC1	0	109	-1	112	0	-2	-17	-5	-2	15	106
O=C(CCc1ccc(S(=O)(=O)N2CCOCC2)cc1)Nc1nc(COc2ccccc2)cs1	0	102	-5	101	-5	1	-9	-11	-6	-3	102
c1ccc(CCc2nn3c(Cc4ccccc4)nnc3s2)cc1	4	99	-18	100	-2	0	-11	7	-5	12	114
COc1cccc(C(=O)N=c2sc3c(C)ccc(OC)c3n2C)c1	-2	98	0	98	-3	0	-14	-1	-1	-36	95
Cc1ccc(N2CCN(CC(O)COC3CCCCC3)CC2)cc1 (configuration not stated)	1	100	-1	102	0	1	-51	0	0	-9	98
CCCS(=O)(=O)N1CCCC(C(=O)NCCCN(Cc2ccccc2)C(C)C)C1 (configuration not stated)	-2	101	0	96	-2	-1	-10	-5	-1	-6	100
N#CC1(c2ccccc2)CCCN1C(=O)c1ccco1 (configuration not stated)	-1	100	-7	92	-3	-1	-3	-8	-7	6	93
Cc1occc1C(=O)NNC(=S)Nc1cccc([N+](=O)[O-])c1	-2	99	-12	100	-10	-3	-52	-10	-2	.	98
Cc1c(-c2nnc(SCC(=O)O)n2-c2ccccc2Br)nnn1-c1ccccc1	-1	102	-3	102	0	0	-3	0	-2	17	105
C=CCn1c(=O)c2ccccc2n2c(SCC(=O)Nc3sc(C(=O)N(CC)CC)c(C)c3C(=O)OCC)nnc12	-14	102	-17	104	-9	-9	-3	-17	-13	3	109
N/C(CC(=O)NCCOc1ccccc1)=N\O	-1	102	-8	99	-8	-4	4	-15	-10	-6	98
O=C(CN1C(=O)c2cccc3cccc1c23)NCc1cccnc1	1	101	-8	103	-4	0	-23	-10	0	15	100

Screens: PubChem, several laboratories
